Source: PubChem BioAssay (Columbia University Molecular Screening Center)
mHtt clearance – mutant huntingtin protein clearance; HeLa Exon1htt(103Q)mCFP, aggregate imaging; zero = plate's median compound well; inhibition, % at 1.5 µM; actives 0.42% (n = 47,000); AID 853;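 active means inhibition of aggregate fluorescence above about 70%, also judged a hit by eye on the cell image, limit read from the data, passing the limit was not always enough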;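 further: cells exposed to compound for three days before fixation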
mHtt clearance grain fraction – also measured in mHtt clearance; calls as there; fraction fluorescence in grains; measured here: aggregate grain fluorescence fraction; stronger effect = lower value;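 scaled fraction of total cell fluorescence in grains with unit not stated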
An asterisk follows results filed as active; i = inactive. Some of the compounds tested; rates above refer to the full screens.

A first look:
SMILES	mHtt clearance	mHtt clearance grain fraction
CCC(=O)Nc1cccc(NC(=O)CSc2nnc(-c3ccc(NS(C)(=O)=O)cc3)n2CC)c1	12.4	17.9
CCCCC(CC)CNC(=O)c1[nH]c(C)c(C(C)=O)c1C (stereo not drawn)	-44.9	65.3
CC1(C)OC(=O)C(=CNCC(O)c2ccccc2)C(=O)O1 (stereo not drawn)	29.5	25.6

Main list, from the first entry:
SMILES	mHtt clearance	mHtt clearance grain fraction
CCC(=O)Nc1cccc(NC(=O)CSc2nnc(-c3ccc(NS(C)(=O)=O)cc3)n2CC)c1	12.4	17.9
CCCCC(CC)CNC(=O)c1[nH]c(C)c(C(C)=O)c1C (stereo not drawn)	-44.9	65.3
CC1(C)OC(=O)C(=CNCC(O)c2ccccc2)C(=O)O1 (stereo not drawn)	29.5	25.6
O=C(Nc1c(C(=O)Nc2cccc(F)c2)oc2ccccc12)c1ccc2c(c1)OCO2	-35.4	49.2
CCCCS(=O)(=O)NC1=NCN(CC)CN1	-12.0	40.2
COc1ccc(Oc2coc3c(CN(C)C)c(O)ccc3c2=O)cc1	-16.1	23.9
CC1CCc2c(sc3nc(C4CC4)nc(N4CCN(C(=O)c5ccco5)CC4)c23)C1 (stereo not drawn)	45.4	9.75
COc1cccc(N2CCN(c3c4c(nc5ncnn35)CCC4)CC2)c1	-8.8	21.9
O=C(Nc1ccccc1)NC1CCS(=O)(=O)C1 (stereo not drawn)	35.6	13
CCn1c(C(=O)N2CCc3ccccc3C2)cc2oc3ccccc3c21	18.3	17.3
CC(=O)CSc1nc2ccccc2s1	40.1	23.8
CNC(=O)C1CC(=O)N(c2ccc(F)c(Cl)c2)C1 (stereo not drawn)	12.9	37.6
CCCN(c1ccc(C(C)C)cc1)S(=O)(=O)c1c(C)[nH]c(=O)[nH]c1=O	-39.0	28.1
CCOC(=O)C(Cc1ccccc1)C(=O)Nc1nccs1 (stereo not drawn)	12.8	26.8
Cc1nc(C)n(CC(O)COc2ccc3ccccc3c2)n1 (stereo not drawn)	9.1	16.8
COc1ccc2c(c1)CCc1sc(NC(=O)c3ccc(C)cc3)nc1-2	-11.9	48.6
C=C(C)Cn1c(N2CCCC2)nc2c1c(=O)[nH]c(=O)n2C	7.8	45.8
CC(=O)Nc1cc(C(=O)N2CCCC2)ccc1S(=O)(=O)c1ccc(C)cc1	2.9	42
O=C(O)c1ccc(NC(=O)C2CC=CCC2C(=O)O)cc1 (stereo not drawn)	18.7	18
CC1CCCCC1NC(=O)c1ccc(S(=O)(=O)NCc2ccco2)cc1 (stereo not drawn)	32.7	12.8
Cc1cccc(OCC(=O)N(Cc2cccs2)C2CCS(=O)(=O)C2)c1 (stereo not drawn)	-5.9	40.6
CC(=O)c1cccc(NC(=O)N2CCCC2C(=O)Nc2cccc(C)c2C)c1 (stereo not drawn)	3.4	42.5
CCN(CC)C(=O)Nc1c(C)n(C)n(-c2ccccc2)c1=O	41.8	10.9
O=c1cc(N2CCc3ccccc3C2)[nH]c(=O)n1-c1ccccc1Cl	-151.5	118
O=C(C1CCN(S(=O)(=O)c2cnc[nH]2)CC1)N1CCN(c2ncccn2)CC1	41.2	9.8

Brought forward from above: 2 entries, then new ones.
SMILES	mHtt clearance	mHtt clearance grain fraction
O=c1cc(N2CCc3ccccc3C2)[nH]c(=O)n1-c1ccccc1Cl	-151.5	118
O=C(C1CCN(S(=O)(=O)c2cnc[nH]2)CC1)N1CCN(c2ncccn2)CC1	41.2	9.8
CCNCCNc1ccc(Cl)cc1[N+](=O)[O-]	-21.6	46.8
CC1(C)Cc2c(C#N)c(N3CCN(C(=O)c4ccco4)CC3)nc(Cc3ccccc3)c2CO1	-4.0	42.1
CN(C)c1ccc(NC(=O)CSc2nc(N)c(C(=O)Nc3ccc(N(C)C)cc3)s2)cc1	5.9	37.2
CCOc1ccc(S(=O)(=O)n2nnc3ccccc32)cc1C(C)C	36.6	11.4
N#C/C(=C1\CCCN1)c1ccc2ccccc2n1	-26.3	46.5
Cc1ccc(OCC(=O)N2CCC(N3CCCCCC3)CC2)cc1	-26.3	54.1
Cc1ccc(S(=O)(=O)Cn2nnnc2CN(Cc2ccco2)Cc2cccs2)cc1	42.3	10.7
Nc1nc(CSc2nc3ccccc3[nH]2)nc(N2CCOCC2)n1	60.6	7.71
O=C(COC(=O)c1n[nH]c2ccccc12)NC(=O)NCc1ccco1	24.1	33.4
CCN(C(=O)c1cn(C)c(=O)c2cc(OC)c(OC)cc12)c1ccccc1C	-28.1	23.6
CCOc1ccc(NC(C)c2cc(Cl)ccc2O)cc1 (stereo not drawn)	-100.3	36.7
Cc1cc(NC(=O)c2cnccn2)no1	-6.8	47.7
CC1(C)Oc2ccc(C(=O)N3CCCCC3)cc2N(CC(=O)NCc2ccccc2)C1=O	-43.5	30.1
Cc1ccc(-n2nnnc2SCC(N)=O)c(C)c1	27.5	12.7
O=C(CCNS(=O)(=O)c1ccc2c(c1)CCC(=O)N2)Nc1ccc2c(c1)OCCO2	-138.1	75.4
COc1ccc(NC(=O)CN2C(=O)CC(C)(C)S(=O)(=O)c3ccccc32)cc1	-44.2	53.3
CCOC(=O)c1c(C)[nH]c(C(=O)CN2CC(C)OC(C)C2)c1C (stereo not drawn)	27.0	27.3
COCCNC(=O)C(c1ccc(C)o1)N(CC1CCCO1)C(=O)Cn1nnc2ccccc21 (stereo not drawn)	-20.5	44.4
c1ccc2c(CNc3ccc(CNc4ncn[nH]4)cc3)cccc2c1	-22.9	22.5
CCn1nnc(C(=O)O)c1C(=O)O	9.4	17.3
COc1ccc(NC(=O)CN2CCN(c3nc(-c4cccc(OC)c4)cs3)CC2)cc1	13.1	16.9
O=C(NCc1ccco1)c1ccccc1Br	-100.5	39.8
COc1ccc(-c2cc(C(F)(F)F)nc(SCC(=O)NCc3cccs3)n2)cc1	9.7	34.7
COC(=O)C(N)Cc1ccc(O)c(O)c1 (stereo not drawn)	-57.4	32.2
COc1ccc2c(c1)-c1ccccc1S(=O)(=O)N2C	-22.5	49.2

Three compounds from above, arranged by molecular weight, high to low:
SMILES	mHtt clearance	mHtt clearance grain fraction
O=C(CCNS(=O)(=O)c1ccc2c(c1)CCC(=O)N2)Nc1ccc2c(c1)OCCO2	-138.1	75.4
CCOc1ccc(S(=O)(=O)n2nnc3ccccc32)cc1C(C)C	36.6	11.4
Cc1cc(NC(=O)c2cnccn2)no1	-6.8	47.7

The list goes on.
SMILES	mHtt clearance	mHtt clearance grain fraction
CCN(CC)CCCN1C(=O)C(O)=C(C(=O)c2cc3ccccc3o2)C1c1ccccn1 (stereo not drawn)	-38.2	48.4
O=C(CSc1nnc2c(Cl)cc(Cl)cn12)NC1CCS(=O)(=O)C1 (stereo not drawn)	-38.0	26.8
COc1ccc(CCNC(=O)c2cc(-c3cccs3)on2)cc1OC	-19.3	24.1
N#CCCN1CCN(C(CNS(=O)(=O)c2ccc(Cl)cc2)c2ccccc2)CC1 (stereo not drawn)	-14.9	45
CC(C)=CC(=O)Nc1ccc2c(c1)OCO2	5.1	15.3
O=C(CN1C(=O)c2cccc3cccc1c23)N1CCc2ccccc2C1	58.7	6.86
CC(C)(C)NS(=O)(=O)c1ccc2c(c1)oc(=O)c1cc(S(=O)(=O)NC(C)(C)C)ccc12	22.1	25.1
Cc1ccc(CN(Cc2cc3cc(C)ccc3[nH]c2=O)C(=O)N2CCOCC2)cc1	10.0	30.7
Cn1nnnc1SCC(=O)Nc1ccccc1C(=O)NC1CC1	-14.5	26.7
Cn1c(SCC(=O)NCCc2ccccc2)nnc1-c1ccco1	-6.2	42.7
O=C(c1ccco1)N1CCN(Cc2ccccc2C(F)(F)F)CC1	-9.7	41
Cc1nc2nc3c(c(=O)n2[nH]1)CCCC3	-8.1	46.9
C#CCSc1nsc(SCC#C)c1C#N	20.7	28.5
O=C(CSc1nnc2ccccn12)N1CCOCC1	-53.0	26.9
O=C(CCSc1nnc2scc(-c3ccccc3)n12)Nc1nc(-c2ccccc2)ns1	-9.5	37.1
COc1ccc(OC)c(C2CC(=O)c3c([nH]c(C(=O)OCC4CCCO4)c3C)C2)c1 (stereo not drawn)	6.8	30
Cc1cc(S(=O)(=O)Nc2c(C(=O)O)[nH]c3ccccc23)ccc1F	22.5	32.7
O=c1cc(CSc2ccc(S(=O)(=O)N3CCCCC3)cn2)nc2sccn12	-11.4	44.7
CCOC(=O)COc1ccc(S(=O)(=O)NCC2CCCO2)cc1 (stereo not drawn)	-75.1	31.2
CCC(C)[C@H](N)c1nnc(SCc2cccc(F)c2)o1 (stereo partly drawn)	25.1	22.6
COc1cc2c(cc1OC)C(c1cc3cc4c(cc3[nH]c1=O)OCO4)N(C(=O)C(C)C)CC2 (stereo not drawn)	84.4*	2.79*
COc1ccccc1CNC(=O)CSc1nc2nc(C)cc(C)n2n1	-31.6	28.8
CCn1nnnc1SCCSc1nnnn1CC	21.8	15.8
Cc1nn(Cc2ccccc2)c(C)c1NC(=O)Cn1nc([N+](=O)[O-])c(Cl)c1C	20.9	26.5
CC(C)C(c1nnnn1Cc1ccccc1)N1CCC(C(N)=O)CC1 (stereo not drawn)	33.6	22.2
Continuation.
SMILES	mHtt clearance	mHtt clearance grain fraction
Cc1cc(Nc2ccccc2N2CCOCC2)n2ncnc2n1	-62.0	27.1
Cc1ccc2c(CC(=O)OC(C)C(=O)NCc3ccc4c(c3)OCO4)coc2c1 (stereo not drawn)	4.6	34.6
CCCC(C(=O)NCc1ccco1)N(C(=O)CNS(=O)(=O)c1ccc(Cl)cc1)C1CCCC1 (stereo not drawn)	-31.9	24.3
Cc1ccc(NC(=O)C2CCN(S(=O)(=O)c3ccc(F)cc3)CC2)cc1	6.8	30.1
CCOC(=O)N1CCN(C(=O)COc2cc(=O)n(CC)c3ccccc23)CC1	57.2	16
O=C1c2ccccc2C(=O)N1CCN1CCOCC1	54.9	20.4
CCn1c(SCC(=O)Nc2cc(C)on2)nnc1-c1ccc(S(=O)(=O)N2CCCC2)cc1	-21.8	44.8
COCCN1Cc2cccc(C(=O)Nc3cccnc3)c2C1=O	-77.1	33.8
CC(=O)Nc1ccc(S(=O)(=O)N2CCSC2c2ccccc2)cc1 (stereo not drawn)	30.8	14.1
CC(C)C(=O)Nc1ccc(NC(=O)c2cc3ccccc3o2)cc1	-3.5	20.9
Cc1ccc(-n2ncc3c(=O)[nH]c(SCC(=O)N4CCN(c5ccccc5)CC4)nc32)cc1	47.3	8.51
Cc1ccc(NC(=O)Nc2ccc3c(c2)N(C)C(=O)CS3)nc1	-27.0	22.6
N#CCC(=O)N1CCCCCC1	-83.5	38.2
C=CCn1c(SCC(=O)O)nnc1-c1cccc(Cl)c1	25.4	13.8
CCn1c(COc2ccc(C(C)C)cc2)nnc1SCC(=O)Nc1nccs1	i	277
CNCc1ccccc1Sc1ccc(OC)c(OC)c1	13.9	28.8
OCCN(Cc1ccccc1)CC1CC2C=CC1C2 (stereo not drawn)	9.2	16.6
Cc1ccc2c(C(=O)CN3CCOCC3)c(C)[nH]c2c1	-66.6	65.9
COc1ccc(NC(=O)C2CCCN(S(=O)(=O)c3c(C)n[nH]c3C)C2)cc1 (stereo not drawn)	-8.7	31.1
Cc1nnc(SCC(=O)N2CCOCC2)n1C	10.3	31.4
COc1ccc(Cc2nc(C(=O)Nc3ccc(OC)cc3)cs2)cc1	1.7	31.2
Cc1cc(Br)ccc1NC(=O)CCN1C(=O)c2ccncc2C1=O	-16.8	23.5
O=C(Cc1ccccc1)NCCS(=O)c1ccc(Cl)cc1 (stereo not drawn)	-12.4	35
Cc1ccc2nc3c(cc2c1)CN(Cc1ccco1)C(=NCC1CCCO1)S3 (stereo not drawn)	8.1	18.7
Oc1ccc(Cl)cc1CNc1ccc(Br)cn1	8.6	14.8
Further entries.
SMILES	mHtt clearance	mHtt clearance grain fraction
COc1ccc2c(=O)c3c(=O)n(Cc4ccco4)c(-c4cc(OC)c(OC)c(OC)c4)nc3oc2c1	27.3	13.5
COc1ccc(C(=O)Nc2ccccc2C(=O)NCCCn2ccnc2)cc1	64.2	7.9
COc1ccccc1NC(=O)c1c(C)oc2c1CCCC2	51.0	9.55
CC1(C)CC(=O)N(CC(=O)NCc2ccc(F)cc2)c2ccccc2S1(=O)=O	-10.4	53.4
C=CCn1c(SC(C)C(=O)NC2(C#N)CCCCC2)nnc1-c1ccc(OC)cc1 (stereo not drawn)	-28.2	26.4
CCc1nc(N)c(C#N)c(-c2ccc(O)c(OC)c2)c1C	6.1	16.9
CC1CCCN(c2ccc(C(=O)NCC3CCCO3)cn2)C1 (stereo not drawn)	-19.2	44.6
O=C(Cn1ccc2ccccc2c1=O)NCCC(=O)Nc1cccnc1	15.2	27.8
Cc1ccc2cc3c(NC(=O)C(C)C)nn(C)c3nc2c1	29.4	28.4
CC(C)(C)OC(=O)NCC12C=CC(O1)C1C(=O)N(Cc3ccccc3)C(=O)C12 (stereo not drawn)	7.8	19.6
COCCNS(=O)(=O)c1cc(-c2nn(C)c(=O)c3ccccc23)ccc1C	-18.1	42.4
C=CCc1ccccc1OCC(O)CN(CC)CC (stereo not drawn)	-8.5	24.5
C[N+](C)(C)C/C=C1/COCO1	12.9	30
c1ccc(C2NCCn3cccc32)cc1 (stereo not drawn)	-31.8	53.1
CC(C)(C)NS(=O)(=O)c1ccc(NC(=O)C(Sc2ccccc2)c2ccccc2)cc1 (stereo not drawn)	-1.0	31.5
O=C(c1ccc(Cn2c(=O)[nH]c3ccccc3c2=O)cc1)N1CCN(c2ccccc2)CC1	67.0	12.9
COc1c(C)cccc1C(=O)NC(=S)Nc1ccc2c(c1)Cc1ccccc1-2	-10.8	44.2
COc1ccc(CCNS(=O)(=O)c2ccc3c(c2)n(C)c(=O)c(=O)n3C)cc1OC	-198.2	110
COC(=O)CCc1c(C)nn(-c2ccccc2)c1C	8.3	31.3
CN(C(=O)C1CCCO1)c1nnc(-c2cnccn2)s1 (stereo not drawn)	-40.6	47.1
CCOc1ccc(C2/C(=C(/O)c3ccc(F)cc3)C(=O)C(=O)N2CCCN(C)C)cc1 (stereo not drawn)	2.8	43
CCN1CCN(c2c(Cl)cccc2NC(=O)c2ccco2)CC1	-22.2	22.9
O=c1c2[nH]c3ccc(F)cc3c2ncn1C1CCCCC1	-9.5	24
Oc1ccccc1C1N=C(c2ccccc2)NC(c2ccccc2)=N1	25.6	14.5
